Assay outcomes (PubChem)
Growth percent in the NCI-60 one-dose screen (48 h, 10 µM unless noted): 100 = growth as untreated, 0 = no growth, -100 = all killed.
CAKI-1: CAKI-1 renal cancer; 4.7% of 75,000 active; AID 1794772
UO-31: UO-31 renal cancer; 5.2% of 81,000 active; AID 1794768
NCI-H522: NCI-H522 lung cancer | AID 1794739 | 8% of 78,000 active
786-0: 786-0 renal cancer cells. 5.1% of 81,000 active. AID 1794775
NCI-H460: NCI-H460 lung cancer; 6.8% of 82,000 active; AID 1794736
NCI-H322M: NCI-H322M lung cancer; 2.7% of 80,000 active
RXF 393: RXF 393 renal cancer cells; 6.9% of 77,000 active; AID 1794773
TK-10: TK-10 renal cancer cells | 3.9% of 81,000 active
ACHN: ACHN renal cancer | 4.9% of 81,000 active | AID 1794771
* marks the source's active call; other numbers are inactive results; x = no result given; & = joins results of further samples; [ ] = remark or other dose. Rule for the calls: active = growth percent below 10; inactive = the rest.

SMILES	CAKI-1	UO-31	NCI-H522	786-0	NCI-H460	NCI-H322M	RXF 393	TK-10	ACHN
CC(=O)c1cccc(/C(N)=N/C(N)=N/c2nc3ccccc3s2)c1	81	100	97	93	101	106	115	117	97
O=C1NC(=O)N(C2CCCCC2)CC1Br (stereo not drawn)	93	88	47	x	96	100	82	103	98
COc1cccc(N2C(=O)CSC2=S)c1	79	95	84	91	98	93	97	106	88
O=C(O)CSc1cc(Cl)ccc1Cl	x	94	93	93	106	103	108	101	107
O=C(Nc1ccccc1)Nc1cccc(Oc2nnc(Cl)c3ccccc23)c1	84	35	2.0*	38	25	47	-3.6*	25	34
Cc1nc2ccc(Br)cn2c1-c1nnc(SCc2ccc([N+](=O)[O-])cc2)o1	96	89	91	81	112	104	83	119	102
COc1ccccc1/C=N/N1CCCCCC1	70	x	118	113	105	100	91	108	97
O=C1/C(=C\c2cccc([N+](=O)[O-])c2)Sc2ccc(Cl)cc21	73	48	77	101	105	97	105	112	89
Nc1ncc(C#Cc2cncc(NC(=O)c3cncc(C(F)(F)F)c3)c2)c2cccnc12	104	75	82	108	87	114	x	102	94
O=S1(=O)CC(O)C1	99	97	127	103	106	117	110	131	105
O=NN(CCCl)C(=O)NC1CCC(NC(=O)N(CCCl)N=O)CC1 (stereo not drawn)	99	86	77	74	98	95	95	91	102
CCOC(=O)/C(C#N)=C/c1cccc(Br)c1	102	94	100	112	111	116	128	104	102
Cc1ccc(S(=O)(=O)N\N=C2/C=C\C(=N\NS(=O)(=O)c3ccc(C)cc3)CCc3ccc(cc3)CC2)cc1	95	72	85	92	101	99	101	104	98
O=C(c1cccc([N+](=O)[O-])c1)c1cccc([N+](=O)[O-])c1	93	71	87	87	110	91	110	102	99
COc1cc(C2CC(c3ccc(Cl)cc3)=NN2)ccc1Oc1nc2c(c(=O)n(C)c(=O)n2C)n1C (stereo not drawn)	97	81	78	94	97	97	111	111	99
Nc1nc(-c2cccc([N+](=O)[O-])c2)c(N=Nc2ccccc2[N+](=O)[O-])s1	-27*	-36*	26	-66*	39	77	-68*	-39*	-73*
Nc1c(C(=O)Nc2cccc(Cl)c2)sc2nc3c(cc12)CCCC3	91	90	80	89	100	108	103	85	94
COc1ccc(Oc2ccc(/C=N/NC(=O)CSc3nc4ccccc4c(=O)n3-c3ccccc3)cc2)cc1	89	78	90	96	101	97	111	103	100
CC(C)OC(=O)CCc1ccccc1	85	72	55	101	108	80	92	146	107
O=C(O)c1c[nH]c(=O)[nH]c1=O	x	100	116	95	109	107	121	93	106
COc1cc(/C=C/C(=O)C2=C(/C=C/c3ccc(O)c(OC)c3)NC(=O)NC2c2ccc(O)c(OC)c2)ccc1O (stereo not drawn)	94	84	x	100	89	102	97	x	88
COc1cc(/C=N\NC(=O)C[N+](C)(C)C)ccc1O	100	92	99	104	113	113	113	101	103
CCN1C(=O)N(CC)C2C1NC(=S)N2/N=C/c1ccc(OC)cc1 (stereo not drawn)	33	52	17	62	26	79	60	80	64
CCOC(=O)C1(C(=O)OCC)C2C=CC(C2)C1C (stereo not drawn)	100&79	89&96	96&97	98&140	110&112	96&126	101&101	117&107	93&100

Complete entries, looked up by structure. Screens in order: CAKI-1	UO-31	NCI-H522	786-0	NCI-H460	NCI-H322M	RXF 393	TK-10	ACHN
`Nc1c(C(=O)Nc2cccc(Cl)c2)sc2nc3c(cc12)CCCC3` reads 91	90	80	89	100	108	103	85	94
`O=C(O)c1c[nH]c(=O)[nH]c1=O` reads x	100	116	95	109	107	121	93	106

(further entries)
SMILES	CAKI-1	UO-31	NCI-H522	786-0	NCI-H460	NCI-H322M	RXF 393	TK-10	ACHN
CCOC(=O)c1cc(-c2ccccc2)nc2c(O)cccc12	75	71	77	89	98	87	95	97	102
O=C(Nc1ccc(Cn2nnc3c(F)cccc32)cc1)c1ccc(Cl)cc1	63	78	66	80	65	89	88	89	67
Nc1cc(Cl)c(Cl)cc1S(=O)(=O)O	x	80	88	98	98	x	109	116	99
CC(=O)NCc1ccc(S(N)(=O)=O)cc1	95	96	74	92	103	101	x	94	104
CCOC(=O)c1cn2c3c(c(C)cc(C)c3c1=O)C(=O)/C(=C/c1ccc(F)cc1)C2	87	68	83	86	104	98	80	105	89
COC[C@]12CCC(C)(C)C[C@H]1C1=CC[C@@H]3[C@@]4(C)CCCNC(C)(C)[C@@H]4CC[C@@]3(C)[C@]1(C)CC2	-29*	-50*	x	-83*	-69*	-51*	-93*	65	-11*
C=C1C(=O)O[C@@H]2/C=C(/C)C3=CC(=O)[C@@](C)(C[C@H](OC(=O)/C(C)=C\C)[C@@H]12)O3	6.1*	-85*	-82*	-56*	27	89	-65*	-18*	-39*
O=C(O)CCC(=O)O	91&96&95&101	80&84&86&111	111&94&103&107	106&99&100&112	104&105&108&112	104&101&104&119	113&125&118&130	106&100&113&106	103&107&105&104
COc1ccc(NC(=O)CSc2nnc(-c3ccc(-c4nc5ccc(Cl)cc5[nH]4)cc3)o2)cc1OC	96	81	94	113	112	106	93	103	106
COc1cc2c(NC3CCCCC3)ncnc2c(OC)c1OC	86	74	95	116	103	x	100	x	93
CCOC(=O)CCCCCNC(=O)c1ccccc1	x	110	101	99	x	134	107	102	109
Clc1ccc(Cc2ccncc2)cc1	130	x	82	97	113	x	110	130	x
CCOC(=O)N1C/C(=C/c2ccc(Cl)cc2)C(=O)/C(=C/c2ccc(Cl)cc2)C1	66	45	65	66	78	79	47	99	75
CC1CNC2(CCCCC2)O1 (stereo not drawn)	73	82	94	104	109	131	97	159	101
Cc1cc2ncn(CC(=O)NN)c2cc1C	108	83	84	89	112	96	126	103	104
C/C(=N\Nc1nc(-c2cc(O)c(C)c(C)c2O)cs1)c1ccccc1	99	88	72	106	100	105	108	114	110
CN1CCN(C(=O)c2ccc(-c3nc4ccc5[nH]ncc5c4c4c3CCC4)cc2)CC1	x	57	64	75	62	78	x	62	60
COc1ccc(OC)c(/C=C/c2nc(=S)n(-c3ccc(Cl)cc3)[nH]2)c1	x	47	82	59	39	100	52	89	71
COc1ccc(-c2nc3sc(C)nn3c2/C=C2/C(=O)Nc3ccccc32)cc1	83	50	88	91	95	85	101	108	85
C#CCOc1ccc(C(Nc2ccc(F)c(Cl)c2)c2nnnn2C2CCCCC2)cc1OC (stereo not drawn)	73	73	79	81	88	79	x	85	101
Cc1c(C)c2c(c(C)c1NC(=O)c1ccccc1C(=O)O)CCC(C)(CCCC(C)CCCC(C)CCCC(C)C)O2 (stereo not drawn)	44	89	69	78	23	80	88	71	64
COc1ccccc1OCC(=O)O	101	84	102	103	94	88	115	98	109
Cn1cc(-c2csc(-c3ccc(Cl)cc3)n2)c2cccnc21	-29*[100 µM]	-37*[100 µM]	9.6*[100 µM]	-61*[100 µM]	-16*[100 µM]	-8.3*[100 µM]	-7.5*[100 µM]	-26*[100 µM]	-51*[100 µM]
Clc1ccc(CSc2nnc(-c3cccs3)n2-c2ccccc2)cc1	65	66	83	90	97	95	89	104	92
Cc1ccc(NC(=O)Nc2nccnc2OCc2ccc(F)cc2)cc1	95	77	79	96	x	100	113	139	98
CCOC(=O)c1sc(/N=C2\NC(=O)/C(=C/c3ccc(OC)cc3)S2)nc1C	x	77	64	87	105	98	96	101	108
CN(C)CCC=C1c2ccccc2C(C)(C)c2ccccc21	91	58	76	67	86	99	66	98	90
CC(C)C1=NOC(=O)C1=Cc1cn(-c2ccccc2)nc1-c1ccc(Cl)cc1	66	71	81	81	85	94	58	83	83
C/C(=N\N=C(/C)c1ccc(Br)s1)c1ccc(Br)s1	90	75	106	101	103	98	110	132	103
CCOC(=O)OC(C)OC1=C(C(=O)Nc2ccccn2)N(C)S(=O)(=O)c2ccccc21 (stereo not drawn)	88	83	x	104	103	x	108	108	96
O=C(Cn1cnc2ccccc21)Nc1cccc2cccnc12	x	67	91	93	93	83	94	105	85
C=C[C@]1(C)C=C2C(=O)[C@@]3(O)OC(=O)[C@@]4(CCCC(C)(C)[C@H]34)[C@@]2(O)CC1	-91*	-99*	-72*	-99*	0.9*	-27*	-97*	-95*	-100*
CC1CC(OC(=O)C(O)c2ccccc2)CC(C)(C)C1 (stereo not drawn)	102	90	92	102	112	109	122	118	97
Fc1cc(COC2CCN(Cc3ccc4[nH]ncc4c3)CC2)ccc1Cl	71	61	75	89	87	87	86	97	85
COc1ccc(/C=N/NC(=O)CN2CCN(c3cc4c(cc3F)c(=O)c(C(=O)O)cn4C3CC3)CC2)cc1	108	91	91	85	106	89	103	85	111
O=C(O)C(=N\Nc1ccccc1)/C(=N\Nc1ccccc1)C(=O)O	104	84	93	103	113	106	120	101	99
COC(=O)C1(c2ccccc2)CC2Cc3cc(F)ccc3N1O2 (stereo not drawn)	93	91	101	97	105	85	107	88	99
CCCCNCCCCCCl	93	89	77	98	116	103	99	103	92
CC1=NOC(=O)/C1=C\c1ccc(N(C)C)cc1	97	89	95	102	105	93	109	98	101
COc1ccc2[nH]c(=O)c3c(c2c1)OC(N)=C(C#N)C31c2cc(Br)ccc2-c2ccc(Br)cc21	94	74	96	96	102	96	102	110	94
Cn1nc(C(F)(F)F)c(-c2cc(C(F)(F)F)cc(C(F)(F)F)c2)c1-c1ccc(OCc2ccc(Cl)cc2)cc1O	x	-1.3*	-9.2*	2.4*	-10*	5.7*	-15*	9.3*	7.2*
O=C1N2C(=NC1(c1cccnc1)c1ccccn1)Nc1nc3ccccc3n1C2c1ccccn1 (stereo not drawn)	95	79	x	91	98	83	98	82	96
CCOc1ccccc1/C=C/C(=O)CCC(=O)O	103	90	101	107	113	114	113	111	99
S=C(NC1CCCCC1)C(=S)NC1CCCCC1	97	85	97	98	105	116	106	114	100
FC(F)(F)c1ccc(-c2nc(CSc3nc4ccccc4o3)no2)cc1	104	85	97	99	107	100	134	103	110
O=C(CCCCCNC(=O)c1cc(=O)c(O)co1)Nc1ccccc1	95	84	91	98	111	97	109	94	102
O=C(Nc1ccc(Nc2ncnc3sc4c(c23)CCCC4)cc1)Nc1cccc(C(F)(F)F)c1	x	80	90	108	104	106	98	x	97
CN1CCN(Cc2ccc(NC(=O)c3cncc(C#Cc4cnc5ccc(OCCCS(C)(=O)=O)nn45)c3)cc2C(F)(F)F)CC1	-14*	-13*	-76*	-16*	-64*	-17*	-80*	-6.6*	-16*
N#Cc1c(N)nc2c(c(N)nn2-c2ccccc2)c1-c1ccc(Cl)cc1Cl	76	63	53	55	26	51	102	82	40
NC(=O)N1N=C(c2ccc(Cl)cc2)CC1c1cn(-c2ccccc2)nc1-c1ccccc1 (stereo not drawn)	83	62	71	96	101	100	90	103	85
Cn1c(=O)[nH]c2nc(SC/C(=N/O)c3ccc(Cl)cc3)[nH]c2c1=O	85	76	91	105	102	101	x	115	94
Cc1ccc(C(=O)c2c(N)c(C#N)cn2-c2ccc(Cl)cc2Cl)cc1	75	90	93	102	97	93	102	103	84
CNC(=O)N1N=C(c2ccc(N)cc2)c2cc3c(cc2CC1=O)OCCO3	98	92	96	99	115	99	124	107	113
c1ccc(Cn2cnc3ccc(-c4nc(-c5cccc6ccccc56)cn5ccnc45)cc32)cc1	73	69	71	88	96	99	108	103	88
O=C(NCCN1CCC(n2c(=O)[nH]c3cc(Cl)ccc32)CC1)c1ccc(F)cc1	54	100	x	96	112	100	113	111	100
O=c1c(F)cnc2n1Cc1ccccc1CO2	73	69	69	92	117	95	72	94	102
COc1ccc(-c2csc(NC(=O)CSc3nc(-c4ccccc4)c(C#N)c(=O)[nH]3)n2)cc1	91	104	80	96	104	92	93	98	100
C=C(C)[C@@H]1CC[C@]2(C(=O)O)CC[C@]3(C)[C@H](CC[C@@H]4[C@@]5(C)Cc6c([nH]c7ccccc67)C(C)(C)[C@@H]5CC[C@]43C)[C@@H]12	31	47	28	46	34	60	69	55	39
CC(=O)Nc1cccc(-c2ccc3c(c2)NC(=O)/C3=C\c2ccc[nH]2)c1	33	26	17	59	22	41	54	43	34
CC(C)(C)[Si](C)(C)OC1[C@@H](O[Si](C)(C)C(C)(C)C)[C@@H](CNC(=O)NC(=O)CCl)O[C@H]1n1cnc2c(NC(=O)Nc3ccccc3)ncnc21 (stereo partly drawn)	38	-75*	-62*	-94*	12	120	-93*	105	-69*
Cn1cc(-c2cc(N)n3nc(-c4cn(C)c5ccc(F)cc45)cc3n2)c2cc(F)ccc21	57	21	29	-88*	-23*	71	26	49	-39*

Entries above that contain an NH in an aromatic ring, in the order listed:
SMILES	CAKI-1	UO-31	NCI-H522	786-0	NCI-H460	NCI-H322M	RXF 393	TK-10	ACHN
O=C(O)c1c[nH]c(=O)[nH]c1=O	x	100	116	95	109	107	121	93	106
COc1ccc(NC(=O)CSc2nnc(-c3ccc(-c4nc5ccc(Cl)cc5[nH]4)cc3)o2)cc1OC	96	81	94	113	112	106	93	103	106
CN1CCN(C(=O)c2ccc(-c3nc4ccc5[nH]ncc5c4c4c3CCC4)cc2)CC1	x	57	64	75	62	78	x	62	60
COc1ccc(OC)c(/C=C/c2nc(=S)n(-c3ccc(Cl)cc3)[nH]2)c1	x	47	82	59	39	100	52	89	71
Fc1cc(COC2CCN(Cc3ccc4[nH]ncc4c3)CC2)ccc1Cl	71	61	75	89	87	87	86	97	85
COc1ccc2[nH]c(=O)c3c(c2c1)OC(N)=C(C#N)C31c2cc(Br)ccc2-c2ccc(Br)cc21	94	74	96	96	102	96	102	110	94
Cn1c(=O)[nH]c2nc(SC/C(=N/O)c3ccc(Cl)cc3)[nH]c2c1=O	85	76	91	105	102	101	x	115	94
O=C(NCCN1CCC(n2c(=O)[nH]c3cc(Cl)ccc32)CC1)c1ccc(F)cc1	54	100	x	96	112	100	113	111	100
COc1ccc(-c2csc(NC(=O)CSc3nc(-c4ccccc4)c(C#N)c(=O)[nH]3)n2)cc1	91	104	80	96	104	92	93	98	100
C=C(C)[C@@H]1CC[C@]2(C(=O)O)CC[C@]3(C)[C@H](CC[C@@H]4[C@@]5(C)Cc6c([nH]c7ccccc67)C(C)(C)[C@@H]5CC[C@]43C)[C@@H]12	31	47	28	46	34	60	69	55	39
CC(=O)Nc1cccc(-c2ccc3c(c2)NC(=O)/C3=C\c2ccc[nH]2)c1	33	26	17	59	22	41	54	43	34
